FXIIa inh 1536 – blocks human coagulation factor XIIa protease activity; P00748; purified FXIIa, Boc-QGR-AMC fluorogenic substrate, 2 h; inhibition, % at 5 µM; 0.3% of 220,000 active; AID 800; in the data active means inhibition above about 40%;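 further: 0% = enzyme with no compound and 100% = blank without enzyme; many of its hits are not listed in these tables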
Wee1 degr inh – human Wee1 degradation inhibition, primary screen; HeLa Luc-Wee1K328M stability, luciferase luminescence; 100% = proteasome inhibitor MG132 effect; reporter increase, % at 5 µM; 1.2% of 220,000 active;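 active means activation above the mean of all tested compounds plus 3 SD, set per screening run, cut at about 8.8% in these data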;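 further: cells exposed to compound for 20 h before luminescence read; 0% = DMSO alone and 100% = MG132 at 30 µM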
eIF4E 4G PPI – eIF4E/eIF4G interaction inhibition in translation initiation; 0.37% of 220,000 active; inhibition, % at 21.7 µM; AID 782; P63073+Q04637; TR-FRET eIF4E-eIF4GI(517-606) binding, 2 h;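 active means inhibition above about 30%, limit read from the data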;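 further: 0% = full FRET control wells and 100% = background wells lacking eIF4GI fragment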
14-3-3 Bad PPI – disrupts binding of bovine 14-3-3 zeta to phospho-Bad peptide; inhibition, % at 21.7 µM; 0.71% of 220,000 active; TR-FRET 14-3-3zeta/Dy647-pBad peptide displacement, 1 h;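 active means inhibition above about 70%, limit read from the data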;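 further: 0% = full 14-3-3 plus peptide FRET controls and 100% = background without 14-3-3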
Rad51 HR inh – blocks human Rad51 in homologous recombination | hRad51 DNA strand exchange, fluorescence dequenching | Q06609 | 0.085% of 200,000 active | inhibition, % at 10 µM;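 active means inhibition above 40% at the single screening dose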;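 further: 0% = DMSO control wells and 100% = blanks with heterologous ssDNA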
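Test system: preformed human Rad51 ssDNA filaments; also added: Donor/quencher-labelled 47-bp dsDNA substrate; doses: 10 µM final, single point; times: 37 °C 15-min filament assembly, 30-min compound preincubation, 15-min exchange; detection: FRET fluorescence dequenching, excitation 485 nm, emission 520 nm; read-out basis: Fluorescence-based percent inhibition, control- and blank-normalised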
Mdm2 ligase inh – inhibitors of human Mdm2 E3 ubiquitin ligase. 0.11% of 210,000 active. Q00987. signal enhancement, % at 5 µM. AID 1230. cell-based MDM2 ubiquitination luciferase reporter, 2 h; 0 = plate control, 100 = twice control, blank-subtracted;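 active means signal enhancement of 30% or more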;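 further: luminescence tracks abundance of the self-degrading MDM2-luciferase fusion protein; higher signal means inhibition of MDM2 E3 ligase activity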
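system = mammalian cells stably expressing self-ubiquitinating, self-degrading MDM2 E3–luciferase fusion | quantity = 2000 cells per well seeded | incubation = 4 h cell settling then 2 h compound exposure, 37 °C | signal = SteadyLite luminescence, 15 min reagent step | benchmarks = plate control and blank wells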
KLK5 inh – kallikrein 5 (human) inhibition; 0.59% of 210,000 active; inhibition, % at 5 µM; recombinant hK5, fluorogenic AMC substrate cleavage; Q9Y337;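 active means inhibition of 40% or more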;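 further: 0% = enzyme controls without compound and 100% = no-enzyme blanks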
Target sequence (Q9Y337 67-293 limits assumed): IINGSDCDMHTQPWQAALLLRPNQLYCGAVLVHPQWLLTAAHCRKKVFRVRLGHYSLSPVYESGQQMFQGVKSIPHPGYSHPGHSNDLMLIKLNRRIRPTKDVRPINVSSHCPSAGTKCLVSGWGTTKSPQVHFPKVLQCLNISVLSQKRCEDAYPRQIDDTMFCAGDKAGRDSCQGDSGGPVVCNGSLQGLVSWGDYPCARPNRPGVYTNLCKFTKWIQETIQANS
FXIa inh 1536 – inhibitors of human coagulation factor XIa; P03951; purified FXIa, Boc-Glu-Ala-Arg-AMC fluorogenic substrate; inhibition, % at 5 µM; 0.14% of 220,000 active;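 active means inhibition of at least 40%; inactive means inhibition below 40%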;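 further: fluorescence of freed AMC excited at 355 nm; 0% = enzyme without compound and 100% = no enzyme blank; many of its hits are not listed in these tables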
Target sequence (P03951 19-387 limits assumed): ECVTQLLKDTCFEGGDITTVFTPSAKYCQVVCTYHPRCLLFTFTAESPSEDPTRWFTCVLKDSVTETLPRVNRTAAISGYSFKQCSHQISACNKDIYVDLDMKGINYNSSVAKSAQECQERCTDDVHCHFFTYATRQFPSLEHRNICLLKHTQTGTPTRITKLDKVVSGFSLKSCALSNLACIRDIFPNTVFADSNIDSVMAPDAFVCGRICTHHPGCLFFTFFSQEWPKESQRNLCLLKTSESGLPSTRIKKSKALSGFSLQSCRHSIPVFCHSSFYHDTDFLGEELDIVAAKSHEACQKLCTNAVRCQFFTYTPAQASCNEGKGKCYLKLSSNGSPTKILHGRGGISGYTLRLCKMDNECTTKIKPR
Target sequence (P03951 388-625 limits assumed): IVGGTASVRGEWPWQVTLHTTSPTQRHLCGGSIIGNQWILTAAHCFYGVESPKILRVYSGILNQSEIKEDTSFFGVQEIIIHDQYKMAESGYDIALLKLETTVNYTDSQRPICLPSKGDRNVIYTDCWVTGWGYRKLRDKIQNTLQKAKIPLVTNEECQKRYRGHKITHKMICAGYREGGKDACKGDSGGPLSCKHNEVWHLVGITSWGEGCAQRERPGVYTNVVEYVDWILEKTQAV
p97 inhibitor – human p97 ATPase inhibition | P55072 | recombinant p97 ATPase, Kinase-Glo ATP luminescence, 3 h | inhibition, % at 8 µM | 0.42% of 220,000 active; in the data active means inhibition above about 15%;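 further: 0% = DMSO vehicle and 100% = wells lacking enzyme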
The depositor's hits bear a star; . = not tested or not shown; [ ] = another dose, or the depositor's remark.

SMILES	FXIIa inh 1536	Wee1 degr inh	eIF4E 4G PPI	14-3-3 Bad PPI	Rad51 HR inh	Mdm2 ligase inh	KLK5 inh	FXIa inh 1536	p97 inhibitor
COc1ccc2nc(N3C(=O)CNC3=S)sc2c1	5	-2	-4	-5	-7	-12	4	4	5
CC1=CC(C)(C)n2c(O)c(N=NC(N)=S)c3c(C)c(C)cc1c32	14	4	-2	12	-1	.	2	5	-3
Cc1onc(-c2c(F)cccc2Cl)c1-c1nnc(-c2ccc(C(F)(F)F)cc2)o1	57*	-1	6	25	-5	-15	33	33	-10
Cn1c2ccccc2c2c(C(=O)N3CCN(c4ccccc4)CC3)cn(C3CCCC3)c(=O)c21	3	-1	5	1	-1	-4	1	-1	-6
Cc1ccc(NC(=O)N2CCCC2C(=O)Nc2ccc(-n3cnnn3)c(C)c2)cc1 (stereo not drawn)	6	0	1[fluorescence artefact?]	2	.	-1	-11	-1	3
O=S(=O)(NCCSCc1ccc(Cl)cc1Cl)c1ccc2c(c1)OCCO2	16	-1	-1	-8	-5	-7	-10	5	-1
Cc1ccc2[nH]c(=O)c(CN(Cc3cccs3)S(=O)(=O)c3ccc4c(c3)OCCO4)cc2c1	5	-2	2[fluorescence artefact?]	1	-9	-22	-7	-9	4
CCN(Cc1ccccc1)C(c1ccc(Cl)cc1)c1nnnn1C(C)(C)C (stereo not drawn)	14	1	10	9	7	-3	-4	7	2
Cc1nc(-c2ccc(Cl)cc2)sc1C(=O)NNC(=O)C(C)C	10	2	2	-1	25	-12	3	2	6
O=C(CSc1nnc(COc2cccc3ccccc23)o1)N1CCN(C(=O)c2ccco2)CC1	-2	0	1	-8	1	-9	-18	-2	4
CC#CCCc1nc2ccccc2c(=O)n1N	6	-4	3[fluorescence artefact?]	0	.	4	-22	0	2
COc1ccc(-c2nnc3ccc(SCc4ccccc4)nn23)cc1	11	2	5	2	.	-14	7	4	-6
CCOc1ccc(Oc2c(/C=N/NC(=O)COc3ccccc3OC)c(C)nn2-c2ccccc2)cc1	5	-1	2[fluorescence artefact?]	8	17	0	-9	14	-8
O=C1c2ccccc2C(=O)N1CCC(c1ccc(F)cc1)c1ccco1 (stereo not drawn)	13	-2	-4	-6	-3	-16	-18	15	-4
COCCCN(C(=O)Cc1ccc(Cl)c(Cl)c1)c1c(N)n(Cc2ccccc2)c(=O)[nH]c1=O	6	2	-10	1	-7	.	8	1	2
CC1CC1C(=O)OCC(=O)NCc1ccccc1Cl (stereo not drawn)	17	-3	-1	4[fluorescence artefact?]	-1	-2	22	15	3
O=C(Cc1ccccc1)N/N=C/c1ccc2cccc(O)c2n1	2	-1	3	-18	5	0	-20	-5	5
CCN(CC)S(=O)(=O)c1ccc2c(c1)nc(CCC(=O)OCC(=O)N1CCc3ccccc31)n2C	13	-1	2	2	6	-17	-21	-1	0
Cc1ccsc1-c1nc(-c2ccccc2)c(-c2ccccc2)[nH]1	7	0	0	-8	7	-10	-20	8	6
CCCCCn1c(CNC(=O)COC)nc2ccccc21	2	2	5	-7	-1	-15	-9	5	-3
COc1cccc(/C=C/C(=O)OCC(=O)NCC2CCCO2)c1 (stereo not drawn)	8	2	2	-20	0	-11	-24	7	4
CCCOc1ccc(CCc2n[nH]c(=S)n2-c2ccccc2)cc1	8	-4	0	-4	0	5	-2	-3	-2
Cc1cc(C)c2c(N)c(-c3nnc(SCc4ccc(Cl)cc4)n3C)sc2n1	4	4	-2	10	18	-11	-10	5	4
CC(C)NC(=S)N1CCN(Cc2ccc3c(c2)OCO3)CC1	8	-2	-2	-8	-38	-5	2	-1	2
CC(=O)NC1C(=O)N=C(SCC(=O)NC(C)c2ccccc2)NC1=O (stereo not drawn)	18	-3	0	7	.	34*	1	0	7
N#C/C(=C\c1ccc(OCc2ccccc2)cc1)C(=O)Nc1nc2c(s1)CCN(Cc1ccccc1)C2	8	2	-1[fluorescence artefact?]	-4[fluorescence artefact?]	-25	-5	-2	2	4
COc1ccc(NS(=O)(=O)c2ccc(N3CCOCC3)c(NC(=O)C(C)C)c2)cc1	2	-3	-1	-2	1	-19	2	-3	-7
CC(C(=O)Nc1ccccn1)N1C(=O)C2C3C=CC(C3)C2C1=O (stereo not drawn)	1	-1	1	-3[fluorescence artefact?]	-5	-13	-5	-7	-1
CCc1cccc(CC)c1NC(=O)c1ccc(-n2cncn2)nc1	5	1	1	-7	6	6	-21	-7	0
CCCCn1c(SCc2nc3ccccc3s2)nc2ccccc2c1=O	-7	-1	6	4	7	-11	15	-9	-4
Cc1sc2ncnc(N3CCC(C(=O)Oc4cccc(Cl)c4Cl)CC3)c2c1C	3	1	-4	-3	10	-9	-2	-4	-5
Cc1sc2nc(N3CCOCC3)[nH]c(=O)c2c1-c1ccccc1	10	0	8	0[fluorescence artefact?]	4	5	-10	-32	1
CCCNC(=O)NC1C(NC(=O)NCCC)N(C)C(=O)N1C (stereo not drawn)	6	2	2	-6	-2	-10	-17	15	5
COc1ccc(/C=C/C(=O)OCC(=O)Nc2ccc(C)cc2)cc1S(=O)(=O)N1CCOCC1	10	4	-5	-27	2	-4	-19	1	2
Cn1c(=O)c2c(c3ccccc31)OC(C)(C)CC2	6	7	10	5	12	4	-12	5	3
O=S1(=O)N=C2CCCCCN2C(c2ccc(Cl)cc2)N1 (stereo not drawn)	7	-4	3	-15	-1	1	-3	-3	5
CCOC(=O)CSc1nnc(CNC(=O)c2ccc(S(=O)(=O)N(C)C)cc2)n1C	10	4	-2	-3	-8	-7	2	1	1
COc1ccc(-c2oc(NC(=O)CCl)c(C#N)c2-c2ccc(OC)cc2)cc1	-11	4	-23[fluorescence artefact?]	-19	-2	-16	-12	2	1
CN(C)S(=O)(=O)Oc1ccccc1C(=O)Nc1cccc(C(F)(F)F)c1	6	2	-2	-7	-2	-11	-6	-5	3
COc1cc(NC(=S)N2CCOCC2)c(OC)cc1Cl	1	1	3	-9	-12	-3	19	-4	-4

Three compounds from above, reduced to eIF4E 4G PPI:
structure	eIF4E 4G PPI
COc1cccc(/C=C/C(=O)OCC(=O)NCC2CCCO2)c1 (stereo not drawn)	2
CC(=O)NC1C(=O)N=C(SCC(=O)NC(C)c2ccccc2)NC1=O (stereo not drawn)	0
Cc1ccsc1-c1nc(-c2ccccc2)c(-c2ccccc2)[nH]1	0

New compounds follow.
SMILES	FXIIa inh 1536	Wee1 degr inh	eIF4E 4G PPI	14-3-3 Bad PPI	Rad51 HR inh	Mdm2 ligase inh	KLK5 inh	FXIa inh 1536	p97 inhibitor
CCCCN(C)Cc1c(C)[nH]c2ccc(C)cc2c1=O	16	1	0	-3	-3	5	-15	4	1
COC(=O)C1CCN(C(=O)Cc2ccccc2OC)CC1	.	-3	-4	-4	-2	-1	9	3	-6
COc1ccc(C2C(C(=O)N3CCOCC3)=C(C)NC3=C2C(=O)CC(C)(C)C3)cc1O (stereo not drawn)	3	-2	0	-1[fluorescence artefact?]	2	-13	-6	3	2
CC(C)CN(CC(C)C)C(=O)CS(=O)(=O)Cc1ccccc1	-10	-2	-5[fluorescence artefact?]	-9[fluorescence artefact?]	2	-18	-20	-6	0
O=C(CC1C(=O)N(c2ccccc2)C(=S)N1c1ccccc1)c1ccc(Br)cc1 (stereo not drawn)	11	67*	6	-1	.	.	-25	5	5
COc1ccccc1NC(=O)CSc1nnc(-c2ccccn2)n1Cc1ccco1	13	2	-2[fluorescence artefact?]	-6	-2	-11	-15	-2	-3
O=C(CSc1nnc(-c2cccnc2)o1)Oc1ccccc1	1	-2	3[fluorescence artefact?]	10	1	-6	-7	-1	2
COCc1cc(C)nc(SCC(=O)N2CCC(C)CC2)c1C#N	0	0	-1	6	-6	3	4	-1	0
CCCCCCN(C(=O)CCl)c1ccccc1	8	1	-2	-1	-18	4	3	3	1
COc1ccc(Cl)cc1NC(=O)C/C(C)=N/NC(=O)CC#N	14	-1	-2	1	0	13	-43	1	5
CC(NC(=O)COc1ccc(/C=N/NC(=O)C(=O)Nc2ccccc2Br)cc1)c1ccccc1 (stereo not drawn)	1	-2	-21	23	2	-18	8	-1	2
Cc1cc(NC(=O)CCCn2cnc([N+](=O)[O-])n2)no1	2	1	2	-4	.	.	.	-3	-4
COc1cc(C)c(Cl)cc1S(=O)(=O)n1cnc(C)c1	14	-2	-11	-9	1	7	-7	2	-7
Cc1ccc(NC(=O)CSc2nc(=O)cc(N)n2CCc2ccccc2)cc1	-8	-2	-6	-11	7	-11	-25	-7	2
COc1ccc(NC(=O)Nc2ccc(Cc3ccncc3)cc2)c(OC)c1	10	1	6	-4	.	-1	-9	7	3
CCOC(=O)CNC(=O)CSc1nnnn1-c1ccc(C)c(C)c1	17	2	9	-11	0	10	0	5	1
CCOC(=O)Nc1c(Cl)n(C)c(=O)n(C)c1=O	2	3	-1	-1	4	.	-3	-2	4
COc1ccccc1CN1CCNC(=O)C1CC(=O)NCc1csc(C)n1 (stereo not drawn)	9	-4	-5	-8	.	-7	25	2	3
CCOc1ccc(Br)cc1S(=O)(=O)NCCN(C)C	18	4	-1[fluorescence artefact?]	19[fluorescence artefact?]	-11	1	-30	1	1
CCc1ccc(NC(=O)CSc2nnc(-c3n[nH]c4ccccc34)n2-c2ccccc2)cc1	9	-3	2	21	23	-6	-9	5	-4
CN(C)C(=S)c1ccc2ccccc2n1	15	-1	.	.	-3	-28	-1	7	3
CCOC(=O)CNC(=O)Nc1cc(C(C)(C)C)nn1-c1ccccc1	2	-2	2[fluorescence artefact?]	-5	0	-17	-13	-5	-3
CCOc1cc(NC(=S)NCCOC)c(OCC)cc1NC(=O)c1ccco1	5	2	0	-7	5	-6	-1	-4	-6
C#CC(=O)N(c1cc(OC)ccc1OC)C(C(=O)NC1CCCC1)c1cccs1 (stereo not drawn)	12	-1	2	5	-5	-17	1	1	13
CCc1ccccc1NC(=O)Cn1nc(C(F)(F)F)c2c1CCC2	11	0	-2	-2	2	.	-11	-1	-1
Cn1nnnc1SCC(=O)Nc1ccc(Br)cc1Cl	1	-5	7	10[fluorescence artefact?]	-1	-7	-25	-2	0
COc1ccc(CCNC(=O)CSc2ncn[nH]2)cc1	14	0	2	5	-5	-5	-15	-1	-2
Cc1cccc(C)c1NC(=O)C1=C(O)c2ccccc2N(C)S1(=O)=O	11	-1	-1[fluorescence artefact?]	42	6	-11	-17	0	3
O=c1c2cccnc2n(-c2ccccc2)n1Cc1ccc(Cl)cc1	9	0	-1	-2	5	-6	0	-2	4
COc1cccc(/C=N/NC(=O)C(C)Sc2ccccc2)c1 (stereo not drawn)	2	-1	0	-1	2	-9	-4	-5	3

Compound profiles, from the list above. Order of values: FXIIa inh 1536	Wee1 degr inh	eIF4E 4G PPI	14-3-3 Bad PPI	Rad51 HR inh	Mdm2 ligase inh	KLK5 inh	FXIa inh 1536	p97 inhibitor
CCN(CC)S(=O)(=O)c1ccc2c(c1)nc(CCC(=O)OCC(=O)N1CCc3ccccc31)n2C across the screens: 13	-1	2	2	6	-17	-21	-1	0
O=C(CSc1nnc(-c2cccnc2)o1)Oc1ccccc1 across the screens: 1	-2	3[fluorescence artefact?]	10	1	-6	-7	-1	2
